UPR XBP1 act – activators of adaptive XBP1 UPR arm, primary screen, cell-based, CHO-XBP1 luciferase reporter, luminescence, uHTS; IRE1-XBP1 UPR activation; percent of tunicamycin response, DMSO as zero; activation, % at 20 µM; actives 0.33% (n = 330,000);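 active = versus positive control, 20 µM dose yields 30% or more activation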;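 also: 100% = tunicamycin at 10 µg/mL and 0% = DMSO only wells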
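Material: CHO cell line with stable XBP1 luciferase reporter; buffer or medium: F12 medium containing 10% fetal bovine serum; compound: single point, 20 µM final compound, 1% DMSO; incubation: 6 h treatment, 37 °C; measured by: glow luminescence from Steady-Glo reagent; evaluation: activation, % of tunicamycin; control set: tunicamycin high, DMSO low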
APJ ag – agonists of human apelin receptor APJ, primary screen, CHO-K1 cells, PathHunter beta-arrestin, luminescence | P35414 | 0% DMSO wells, 100% apelin | activation, % at 20 µM | actives 0.11% (n = 330,000) | AID 2520, 2010;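 active = activation more than six SD over the plate average, tested at 20 µM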;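 also: 0% = DMSO alone and 100% = apelin-13 at 10 nM; some results filed as inactive read as strong as hits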
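Test system – PathHunter CHO-K1 APJ (AGTRL-1) beta-arrestin reporter cells · Input – 1000 cells/well · Compound – single test compound dose, 20 µM final, 1% DMSO · Times – compound stimulation 90 min at 25 °C, detection 60 min · Technique – beta-gal luminescence · Read-out basis – APJ–arrestin association signal · Control set – negative DMSO alone, positive Apelin-13 at 10 nM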
Mdm2 MdmX PPI – inhibitors of human Mdm2-MdmX association, primary screen, cell-based, luminescence, split luciferase, SaOS-2, uHTS; Protein Mdm4 (Homo sapiens) + E3 ubiquitin-protein ligase Mdm2 (Homo sapiens), …; actives 3% (n = 330,000); AID 485346, 2010; inhibition, % at 8 µM; SaOS-2 split-luciferase Mdm2/MdmX complementation;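 active = inhibition of at least 50% at 8 µM in the primary screen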
Target sequence (O15151 whole entry, looked up): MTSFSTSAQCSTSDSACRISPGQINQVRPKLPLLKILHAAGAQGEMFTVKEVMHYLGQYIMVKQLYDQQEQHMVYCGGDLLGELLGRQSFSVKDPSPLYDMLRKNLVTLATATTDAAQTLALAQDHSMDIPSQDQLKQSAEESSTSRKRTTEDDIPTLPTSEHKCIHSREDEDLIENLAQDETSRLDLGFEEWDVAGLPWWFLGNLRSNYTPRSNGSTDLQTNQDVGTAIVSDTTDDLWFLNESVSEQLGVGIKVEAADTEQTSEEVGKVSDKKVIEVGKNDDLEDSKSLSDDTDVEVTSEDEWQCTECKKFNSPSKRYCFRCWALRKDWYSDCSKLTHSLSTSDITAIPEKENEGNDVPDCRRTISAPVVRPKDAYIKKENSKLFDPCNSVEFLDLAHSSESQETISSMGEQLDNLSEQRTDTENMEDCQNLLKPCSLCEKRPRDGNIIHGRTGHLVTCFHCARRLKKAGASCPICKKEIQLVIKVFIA
Target sequence (Q00987 whole entry, looked up): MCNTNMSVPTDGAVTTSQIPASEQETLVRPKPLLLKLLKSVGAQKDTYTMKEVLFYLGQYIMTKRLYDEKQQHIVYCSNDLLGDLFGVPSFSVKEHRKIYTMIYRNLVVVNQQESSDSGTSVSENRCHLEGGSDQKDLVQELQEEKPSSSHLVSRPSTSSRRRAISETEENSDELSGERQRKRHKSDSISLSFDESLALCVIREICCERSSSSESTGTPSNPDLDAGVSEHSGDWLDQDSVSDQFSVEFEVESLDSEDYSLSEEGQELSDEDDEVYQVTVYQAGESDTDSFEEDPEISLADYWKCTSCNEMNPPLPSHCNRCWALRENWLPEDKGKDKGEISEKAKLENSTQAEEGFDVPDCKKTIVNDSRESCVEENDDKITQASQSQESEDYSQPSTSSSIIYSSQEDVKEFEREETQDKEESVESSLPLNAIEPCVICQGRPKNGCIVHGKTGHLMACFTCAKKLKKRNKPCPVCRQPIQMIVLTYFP
CXCR6 inh – CXCR6 receptor inhibitors, primary screen, cell-based, beta-arrestin, luminescence, CHO-K1 PathHunter, 1536-well; C-X-C chemokine receptor type 6 (Homo sapiens), O00574; inhibition, % at 20 µM; actives 0.36% (n = 360,000); AID 602244, 2012; in the data active = inhibition above about 34%, passing the limit was not always enough;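 also: antagonist mode with CXCL16 agonist at 10 nM final; 0% = 10 nM CXCL16 with DMSO and 100% = unstimulated wells without agonist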
CHOP UPR activ – activators of apoptotic CHOP UPR arm, primary screen, cell-based, CHO-CHOP luciferase reporter, luminescence, uHTS; UPR activation; percent of tunicamycin response over DMSO baseline; activation, % at 10 µM; actives 0.34% (n = 330,000); AID 449763, 2010;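 active = at 10 µM dose, activation of 40% or more, normalized to positive control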;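 also: 100% = tunicamycin at 10 µg/mL and 0% = DMSO alone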
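Test system: CHO-CHOP cells, stable luciferase reporter of PERK-eIF2a-CHOP signalling | Quantity: 500 CHO-CHOP cells per well | Buffer or medium: F12 plus 10% serum | Compound dosing: 10 µM single point, 0.5% DMSO | Schedule: 6 h compound treatment, 37 °C | Signal: Luciferase luminescence | Control set: Tunicamycin high control, DMSO low control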
tim23-1 inh – growth inhibitors of tim23-1 mutant yeast, primary screen, luminescence, uHTS | S. cerevisiae tim23-1 growth, BacTiter-Glo luminescence, 24 h | inhibition, % at 20 µM | actives 1.3% (n = 330,000);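 active = growth inhibition of the mutant yeast at or above 50%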;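 also: temperature-sensitive mutant grown at 25 °C; plate controls were DMSO-treated mutant yeast for no effect and medium wells lacking yeast for full effect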
tim10-1 inh – growth inhibitors of tim10-1 mutant yeast, primary screen, luminescence, uHTS. S. cerevisiae tim10-1 ts strain growth, BacTiter-Glo, 24 h. inhibition, % at 20 µM. actives 2.2% (n = 330,000). AID 463190, 2010;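 active = inhibition of at least 40%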;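 also: mutant grown at 25 °C; 0% = DMSO wells with yeast and 100% = wells holding no yeast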
APJ antagonist – antagonists of human apelin receptor APJ, primary screen, CHO-K1 cells, beta-arrestin complementation, luminescence; P35414; inhibition, % at 20 µM; actives 0.32% (n = 330,000); AID 2521, 2010;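 active = inhibition above about 40% at 20 µM, limit read from the data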;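 also: cells challenged with 10 nM apelin-13 agonist together with compound; plate controls were apelin-13 plus DMSO wells for no effect and DMSO wells lacking apelin-13 for full effect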
TIM10 inh – growth inhibitors of isogenic TIM10 control yeast, primary screen, counter-screen for tim10-1 yeast inhibitor project, luminescence, uHTS. S. cerevisiae TIM10 strain growth, BacTiter-Glo luminescence, 24 h. inhibition, % at 10 µM. actives 1.4% (n = 330,000). AID 463195, 2010;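 active = inhibition of 40% or more at the single tested concentration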;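 also: wild-type TIM10 isogenic control strain grown at permissive 25 °C; 0% = DMSO yeast wells and 100% = minimal medium wells without yeast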
* = called active by the depositor. An excerpt, so the mix of outcomes need not match the whole.

Values run as follows: UPR XBP1 act	APJ ag	Mdm2 MdmX PPI	CXCR6 inh	CHOP UPR activ	tim23-1 inh	tim10-1 inh	APJ antagonist	TIM10 inh
- CCOC(=O)[C@@H]1[C@H]2COc3cc(OC)ccc3[C@@H]2N2C(=O)N(c3ccc(F)cc3)C(=O)[C@@]12C
  3	-1	-6	-5	2.3	24	22	6	1
- N=c1nc(SCCC(=O)O)ss1
  -8	-1	-40	0	-3.4	18	17	-15	-6
- COc1ccc(-n2nc3c(c2NC(=O)C(C)Oc2ccccc2)CS(=O)(=O)C3)cc1 (stereo not drawn)
  -1	-5	16	2	-2.0	3	-3	16	0
- COCCCC1CCN(C(=O)CCc2nnc(CCCCc3ccccc3)o2)CC1
  1	-1	9	-4	-0.4	10	11	-6	9
- CC(O)CNc1nc(Cl)c(C#N)s1 (stereo not drawn)
  -2	-1	-15	-2	1.4	-13	9	-18	5
- O=c1ccnc(NCCc2ccccc2)[nH]1
  -2	-2	10	-14	2.2	14	4	8	-1
- O=C(NNc1ccccc1C(F)(F)F)c1sccc1Br
  3	2	8	-20	0.8	22	11	-3	2
- CCc1ccc(OCC(=O)Nc2ccncc2)cc1
  -3	0	15	7	0.3	14	-6	10	-9
- CCc1cccc(CC)c1NC(=O)C1SC(=Nc2ccccc2C)C(c2nc3ccccc3s2)=C1N (stereo not drawn)
  0	0	9	8	2.0	5	21	-4	14
- CCCCC(=O)Nc1ccccc1CC
  2	-5	2	-8	1.5	12	17	-6	8
- Cc1cccc(OCCCCCN2CCOCC2)c1
  -5	3	-4	5	0.8	-5	-52	11	-52
- CCc1noc(C)c1C(=O)N1CC(C)SC1=Nc1ccc(Cl)cc1 (stereo not drawn)
  0	-4	-8	5	-1.6	37	14	15	8
- CC(C)(C)OC(=O)NCCCC[C@H](NC(=O)c1nc[nH]c1C(=O)NCc1ccccc1)C(=O)OC(C)(C)C
  -4	7	35	5	2.2	5	13	8	-3
- N#Cc1nc(Cc2cccc3ccccc23)oc1NCC1CCCO1 (stereo not drawn)
  2	-2	-22	-2	0.0	35	17	9	28
- CCOC(=O)N1CCC(NC(=O)c2cc3c(-c4ccccc4F)nn(C)c3s2)CC1
  0	0	18	0	-1.0	-12	-19	8	-19
- O=C(C#Cc1ccccc1)c1ccco1
  -9	-4	98*	69*	-8.3	61*	22	58*	56*
- CN(C(=O)COc1ccccc1C(=O)NCCOc1ccccc1)c1ccccc1
  -5	5	85*	-10	-6.0	13	34	-29	9
- Cc1ccc(Cl)cc1N1CCN(C(=O)C2CCN(S(=O)(=O)c3c(C)nn(C)c3C)CC2)CC1
  2	20	8	-12	4.7	1	18	-22	9
- Cc1ccc(NC(=O)CCC(=O)NNC(=O)Nc2cccc(Cl)c2)c(C)c1
  -3	-6	29	-20	0.1	-6	-4	6	9
- Cc1cc(C)n2nc(C(=O)N3CCCC(Nc4ccc(C(C)C)cc4)C3)cc2n1 (stereo not drawn)
  -2	-3	4	5	2.9	24	31	10	15

Record cards, as listed above. Order of values: UPR XBP1 act | APJ ag | Mdm2 MdmX PPI | CXCR6 inh | CHOP UPR activ | tim23-1 inh | tim10-1 inh | APJ antagonist | TIM10 inh
`COCCCC1CCN(C(=O)CCc2nnc(CCCCc3ccccc3)o2)CC1` is entered as 1 | -1 | 9 | -4 | -0.4 | 10 | 11 | -6 | 9
`CC(O)CNc1nc(Cl)c(C#N)s1` (stereo not drawn) is entered as -2 | -1 | -15 | -2 | 1.4 | -13 | 9 | -18 | 5

(continued)
Values run as follows: UPR XBP1 act	APJ ag	Mdm2 MdmX PPI	CXCR6 inh	CHOP UPR activ	tim23-1 inh	tim10-1 inh	APJ antagonist	TIM10 inh
- COCc1c(C(=O)N2CCN(c3ccc(C(F)(F)F)cn3)CC2)oc2ccccc12
  1	-4	21	0	-2.1	20	33	15	18
- Cc1ccc(S(=O)(=O)NCCNC(=O)N2CCOCC2)cc1
  0	-3	8	4	-1.2	-6	13	16	4
- COC(=O)c1cn(NC(=O)Cc2ccccc2OC)c(=O)c2ccccc12
  -2	2	-9	12	0.6	-2	23	10	15
- CC(C)CC(NC(=O)C1CCC(C)CC1)C(=O)N1CCN(c2ccccn2)CC1 (stereo not drawn)
  -1	-4	-28	-1	-1.0	10	29	14	6
- COc1ccc(/C=N/NC(=O)Nc2cccc3nsnc23)cc1
  -1	1	14	-14	4.3	-5	4	-1	5
- Cc1cc(C(=O)COC(=O)C2COc3ccccc3O2)c(C)n1CC1CCCO1 (stereo not drawn)
  1	1	-17	1	-1.0	26	22	-30	-8
- CN(C)S(=O)(=O)c1ccc(NC(=O)CSc2n[nH]c(=O)n2C2CC2)cc1
  -3	-3	10	-2	-2.4	2	9	-1	10
- Cc1ccc(SCC(=O)OCC(=O)NCc2ccco2)cc1
  3	-2	9	-6	-1.4	8	1	-51	4
- CC(=O)/C(C(=N)N1CCN(C(c2ccccc2)c2ccccc2)CC1)=C(\C)O
  -7	1	17	3	0.3	1	16	14	3
- CCc1cc(C(c2cccc(OC)c2)N2CCOCC2)c(NC(=O)c2ccccc2)s1 (stereo not drawn)
  -1	-1	35	4	2.6	33	32	18	4
- NC(=O)C1CCN(C2=C(NS(=O)(=O)c3ccc(Cl)cc3)C(=O)c3ccccc3C2=O)CC1
  2	5	-14	4	0.3	21	10	-46	2
- CN1C=CC=C/C1=C1\SC(=S)N(Cc2ccccc2)C1=O
  -3	-5	32	14	1.2	4	1	4	-14
- O=C(N/N=C/c1ccc(C(F)(F)F)cc1)c1ccncc1
  -1	-1	4	-11	3.0	10	16	8	-2
- CC(=O)Nc1ccc(Nc2nc(C)c([N+](=O)[O-])c(N(C)c3ccccc3)n2)cc1
  1	-1	24	6	0.7	14	-45	5	-37
- CC1Cc2cc(/C=C3/SC(=S)N(C)C3=O)ccc2O1 (stereo not drawn)
  2	-3	10	0	3.4	4	1	3	12
- O=C(CN(Cc1cccs1)C(=O)CNS(=O)(=O)c1ccccc1)NC1CCCC1
  -2	1	0	2	0.2	-6	-12	-23	-23
- CCCc1cc(=O)[nH]c(-n2[nH]c3c(c2=O)CCCC3)n1
  0	-9	33	15	-0.9	3	8	23	1
- Cn1nccc1C(=O)N1CCN(c2ccccc2F)CC1
  -1	-6	12	-2	1.1	2	21	-2	-3
- CC(C)CC(NC(=O)c1ccccc1)C(=O)OCC(=O)Nc1ccc(Br)cn1 (stereo not drawn)
  2	-3	-5	-2	-0.3	7	-3	11	6
- Cc1ccc(-c2cc(-c3ccccc3)no2)cc1
  -5	-2	-183	-4	-0.1	28	6	12	5
- CCCN(CC(=O)Nc1cc(Cl)ccc1Cl)C(=O)c1ccc2n[nH]nc2c1
  -2	0	5	0	1.8	5	5	3	0
- CCCNC(=O)c1ccccc1NS(=O)(=O)c1ccc2c(c1)OCCO2
  -4	-2	-14	2	0.9	18	18	2	16
- CCN(CC)S(=O)(=O)c1cccc(NC(=O)c2ccc(SC)cc2OC)c1
  1	-3	32	1	0.1	32	43*	13	20
- Cn1c(=O)c2c(nc(NCc3ccccc3)n2CC(=O)NCc2ccccc2)n(C)c1=O
  -5	-1	10	1	-1.8	4	5	-9	-17
- Oc1ccccc1-c1nnc(COc2ccc(Cl)cc2Cl)o1
  4	-3	-92	20	2.5	22	32	0	13
- COC(=O)C[C@H]1c2cc(C(F)(F)F)ccc2S(=O)(=O)N1Cc1ccc(OC)cc1
  -2	-4	11	-3	-1.7	14	14	25	-2
- COc1ccc(-c2[nH]ncc2C=O)cc1
  1	-2	10	0	0.1	7	10	7	18
- Cc1c(N2C(=O)C(=O)/C(=C(/O)c3ccc(Br)cc3)C2c2cccnc2)c(=O)n(-c2ccccc2)n1C (stereo not drawn)
  1	-4	17	-1	0.5	5	8	7	-4
- CCn1cc(Cl)c(C(=O)Nc2cccc(CN3CCOCC3)c2)n1
  2	-3	-10	-3	-1.0	-2	-1	17	1
- Cc1cc(Nc2ccccc2)n(-c2ccccc2)n1
  2	-3	12	1	-2.0	-1	15	7	-6
- O=C(NCCO)c1ccc(-c2nnc(Nc3ccc(O)cc3)c3ccccc23)cc1
  -4	-3	12	5	-0.2	6	13	4	12
- CC1(C)CC(=O)C2=C(C1)N(c1ccccc1)C(N)=C(C#N)C2c1cccnc1 (stereo not drawn)
  1	6	2	-12	-2.4	14	14	-13	-3
- O=c1nc(N(c2ccccc2)c2ccccc2)[nH]c(=O)[nH]1
  0	2	16	-6	0.5	7	8	3	3
- C/C(=N\NC(N)=S)c1ccncc1
  -5	-1	22	3	-0.6	-6	-19	-8	-9
- CNC(=O)CNC(=O)Nc1ccc(C)cc1
  -3	-4	22	-3	1.0	12	-6	9	-4
- CCCCN(C(=O)c1ccc2c(c1)OCCO2)c1c(N)n(CCCC)c(=O)[nH]c1=O
  1	-5	-4	-4	-0.4	59*	27	6	14
- CSc1nc(-c2ccco2)nn1S(C)(=O)=O
  -1	-4	37	7	-2.0	12	10	3	6
- O=C(NOC(=O)c1ccccc1Cl)c1cccs1
  2	-3	-2	-3	-2.8	4	15	-3	0
- C[N+](C)(C)CCOP(=O)([O-])OC[C@H](O)CO
  -3	-3	-3	2	-0.1	-3	-1	5	1
- COc1ccc(C(=O)C2CCCN(C(=O)c3cc(C)nc(C)n3)C2)cc1OC (stereo not drawn)
  7	-3	8	1	0.7	10	4	13	13
- O=C(OCc1nc2scc(-c3ccccc3)c2c(=O)[nH]1)c1cc(Cl)ccc1[N+](=O)[O-]
  -2	-3	-8	-8	-2.6	10	7	4	16
- COCCNC(=O)c1ccc2c3n(nc2c1)-c1ccc(C)cc1CO3
  3	-2	-40	4	5.2	30	21	-6	16
- COc1ccc2[nH]c(C)c(-c3csc(N)n3)c2c1
  -6	-5	18	-5	-0.4	1	9	-22	6
- O=C(Cc1n[nH]c(=O)c2ccccc12)Nc1ccc(-c2nnc3n2CCCCC3)cc1
  -2	-2	-9	2	1.5	12	-4	19	2
- Cc1csc(SCC(=O)Nc2cccc(S(=O)(=O)N3CCOCC3)c2)n1
  0	-1	15	5	1.2	13	18	2	-3
- O=C1C=C(c2ccc(F)cc2OCc2ccccc2)C[C@@H](c2ccc3c(c2)OCO3)C1
  -2	0	21	-10	2.7	9	1	6	-11
- CN(C)c1ccc(CNCCC2(O)CCOC(C)(C)C2)cc1 (stereo not drawn)
  1	-2	9	-3	2.4	-16	-10	-16	-9
- CC1C/C(=N\Nc2ccc(S(N)(=O)=O)cc2[N+](=O)[O-])CC(C)(C)C1 (stereo not drawn)
  4	-4	7	8	0.1	32	-20	19	-35

Compound activity as filed in PubChem.
